# High-throughput results: PubChem BioAssay, several laboratories
# Yfh1-off respiration = enhancers of respiration in Yfh1-depleted yeast, dose response, Friedreich's ataxia, plus single-dose screen (AID 1465); S. cerevisiae Yfh1-off respiration, WST-1 reduction, 72 h; higher fold induction means a stronger effect; fold induction at 50 µM, or EC50 in µM where a hit was titrated; 0.074% of 220,000 active;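 active = fold induction of absorbance versus untreated yeast above a set limit, then at least 30% activation at any dose in follow-up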;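 note: activators that raise dye reduction in frataxin-depleted yeast; strong numbers were not always called active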
# Ins promoter up = MIN6 insulin promoter up-regulation. 0.3% of 190,000 active. z-score at 5 µM. AID 1625. MIN6 insulin promoter-GFP reporter, high-content imaging; active compounds read high;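 active = z-score above 3 at 5 µM with at least 500 cells counted in the well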
# MT stabilize HCS = microtubule stabilizers in HeLa cells; HeLa tubulin immunostaining HCS, 24 h; share of cells brighter than vehicle mean+2SD; % tubulin-high responders, % at 10 µM; 0.83% of 200,000 active; AID 2205;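 active = plate Z-score above 3 for both tubulin-high and condensed-nucleus cell shares, with cell loss under 80%, at 10 µM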;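 note: anti alpha tubulin signal scored within the nucleus-defined area of each cell; some results filed as inactive read as strong as hits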
# WT yeast gro inh = growth inhibition of WT yeast, mitochondrial fusion screen; mitochondrial fusion phenotypic screen, WT strain; inhibition, % at 10 µM; 2.1% of 190,000 active; AID 1362; in the data active = inhibition above about 58%; tested in S. cerevisiae
# b-catenin transl = modulators of beta-catenin nuclear translocation. HeLa beta-catenin nuclear translocation, immunofluorescence imaging. nuclear translocation activity, % at 5 µM. AID 1665. 0.3% of 190,000 active;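 active = nuclear translocation activity above 50% at 5 µM, with a well cell count of 50 or more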;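 note: per-cell ratio of nuclear to cytoplasmic median beta-catenin stain intensity; plate controls were DMSO negative control for no effect and GSK-3 inhibitor IX positive control for full effect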
#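 assay system = human HeLa cells, endogenous beta-catenin | times = compound treatment 24 h, 37°C, 5% CO2 | detection = Anti-beta-catenin immunofluorescence on PFA-fixed, Triton-permeabilized cells, DAPI nuclei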
# AID2073 = inhibitors of Mint1-CaV2.2 protein interaction, biochemical, HTRF (AID 2073); HTRF protein-protein interaction, Mint1-CaV2.2; higher % means a stronger effect; inhibition, % at 20 µM; hits with a dose series show IC50 in µM; 0.19% of 290,000 active; in the data active = inhibition mostly above about 51%, no sharp cut-off; note: some results filed as inactive read as strong as hits
# Dynein cargo inh = dynein cargo transport inhibition; 3617.4 mouse cells, GR-EGFP nuclear translocation imaging; test concentration mostly 20 µM; stimulated with dexamethasone, 1 µM; active compounds read low; z-score, hits read low; 0.47% of 220,000 active; AID 1381;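 active = plate z-score of nuclear minus cytoplasmic receptor signal below a set negative limit, without overly bright fluorescence or cell loss, cut at about -3.5 in these data, passing the limit was not always enough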;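 note: z-score of nuclear minus cytoplasmic ring GR-EGFP intensity difference per well; some compounds called inactive have numbers as strong as hits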
#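 Schedule: 48 h induction, then 1 h compound, then 30 min agonist, 37 °C. Buffer or medium: tetracycline-free induction medium containing charcoal-stripped FBS. Reagent: 1.0 µM final dexamethasone stimulus. Evaluation: nuclear versus cytoplasmic GR-EGFP signal, averaged per well. Signal: high-content fluorescence imaging after fixation.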
# Autophagy HCS = modulators of autophagy; MEF GFP-LC3 puncta imaging; test concentration mostly 10 µM; 0.98% of 190,000 active; AID 463193; calls only at 10 µM (by protocol);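 active = percentage of spot-positive cells more than 3 SD above its plate mean, without a fluorescence outlier flag or 80% toxicity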;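 note: spot-positive cell cutoff set from DMSO-treated cells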
# HIV fusion peptide = cell-free HIV fusion peptide-binding blockers – biochemical, uHTS, fluorescence dequenching, primary screen (AID 1986). cell-free peptide binding, fluorescence dequenching, 30 min; higher % means a stronger effect. inhibition, % at 20 µM; hits with a dose series show IC50 in µM. 0.3% of 290,000 active; in the data active = inhibition mostly above about 52%, no sharp cut-off; inactive = mostly below about 76%; note: some results filed as inactive read as strong as hits
# WT yeast gro inh mutant strain = recorded beside WT yeast gro inh, whose call it bears; inhibition, %; mitochondrial fusion phenotypic screen, mutant strain inhibition
# Dynein cargo inh cytoplasmic EGFP = further read-out of Dynein cargo inh, marked with its call; z-score; measured here: cytoplasmic GR-EGFP intensity; active compounds read high
# Dynein cargo inh nuclear GR-EGFP = also measured in Dynein cargo inh; calls as there; z-score; measured here: nuclear GR-EGFP intensity;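 lower value marks the stronger effect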
# Dynein cargo inh cell count = also measured in Dynein cargo inh; calls as there; z-score; measured here: cell count per field
# Ins promoter up cell count = also measured in Ins promoter up; calls as there; cell count; measured here: cytotoxicity, nuclei count;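 total cells summed across four imaged fields per well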
# b-catenin transl cell count 5 µM = second read-out of b-catenin transl, no call of its own (marks repeat the call); cell count; measured here: cell count, cytotoxicity flag
# MT stabilize HCS Hoechst-high % = second read-out of MT stabilize HCS, no call of its own (marks repeat the call); % Hoechst-high responders; measured here: nuclear condensation Hoechst responders;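 share of cells brighter than vehicle mean plus two SD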
# MT stabilize HCS cytotoxicity % = also measured in MT stabilize HCS; calls as there; toxicity, %; measured here: cytotoxicity by cell density;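 0% = mean cell density of plate MIN control wells and 100% = no cells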
# Autophagy HCS cell loss 18 h = recorded beside Autophagy HCS, whose call it bears; toxicity, %; measured here: cell loss, nuclei count;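 cell loss after 18 h compound exposure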
# * = called active by the depositor; i = inactive; · = no result given.
SMILES,Yfh1-off respiration,Ins promoter up,Ins promoter up cell count,MT stabilize HCS,MT stabilize HCS Hoechst-high %,MT stabilize HCS cytotoxicity %,WT yeast gro inh,WT yeast gro inh mutant strain,b-catenin transl,b-catenin transl cell count 5 µM,AID2073,Dynein cargo inh,Dynein cargo inh cytoplasmic EGFP,Dynein cargo inh nuclear GR-EGFP,Dynein cargo inh cell count,Autophagy HCS,Autophagy HCS cell loss 18 h,HIV fusion peptide
Cc1cc2ccccc2n1CCNC(=O)c1cccs1,i,0.54,1896,8.0,3.9,8.6,21,16,-0.6,1097,23%,1.6,0.77,1.2,-0.84,i,12,12%
CN1C(=O)S/C(=C/c2cccn2-c2cccc(C(=O)O)c2)C1=O,i,0.23,1347,3.3,1.9,8.4,-19,0,0.6,1448,6%,0.94,-0.34,0.053,-0.7,i,-5,1.9%
COc1ccc(NC(=S)NC2CCCCC2)cn1,i,0.09,1313,5.4,2.6,2.3,7,18,-3.6,1122,-5%,1.3,-0.26,0.22,0.42,i,-5,3.4%
CCc1c(C(=O)NNC(=S)NCc2ccccc2)csc1C,i,0.17,1201,3.3,2.1,9.9,10,14,-3.8,543,-43%,-0.89,-0.25,-0.39,0.83,i,1,-2.7%
O=C(c1ccc([N+](=O)[O-])cc1)N1CCN(Cc2ccccc2[N+](=O)[O-])CC1,i,0.01,1494,3.3,1.2,7.9,-17,-8,0.5,1513,0%,-1.3,-0.34,-0.85,1.6,i,-12,1.4%
CC1(C)C/C(=C(/C#N)C(N)=O)CCO1,i,0.55,1356,3.8,1.6,6.1,-2,4,·,·,-6%,-0.64,-0.2,-0.069,0.61,i,-2,-0.4%
C/C=C/c1ccc(OCc2cc(=O)n3cc(C)ccc3n2)c(OC)c1,i,-0.05,1513,·,·,·,·,·,-1.5,1162,18%,-0.17,-0.23,-0.18,0.31,·,·,1.7%
CCSc1nnc(NC(=O)C(C)C)s1,i,0.6,890,2.3,5.0,4.6,11,0,·,·,0%,-1.1,-0.22,-0.53,0.88,i,1,2.7%
N#Cc1c(NC(=O)c2cc(C3CC3)on2)sc2c1CCC2,i,-1,1040,7.5,9.2,7.7,-1,-8,1.3,1042,9%,0.89,-0.087,0.7,-0.72,i,13,0.8%
CC(C)CN(CC(C)C)CC(O)COc1ccc([N+](=O)[O-])cc1 (stereo not drawn),i,-0.21,1270,2.9,2.1,16,-7,-1,-7.4,592,-7%,-0.16,-0.24,-0.11,0.45,i,-10,0.1%
O=S(=O)(c1ccccc1)N1CCN(C2CCN(Cc3ccccc3)CC2)CC1,i,-0.44,1191,5.5,3.8,12,8,13,2.3,748,-8%,-0.6,-0.21,0.043,-0.079,i,7,-2.9%
C=CCn1c(COc2ccccc2F)nnc1SCCN1C(=O)c2ccccc2C1=O,i,0.71,1542,4.4,3.6,4.5,3,-4,-3.6,1114,4%,-0.32,-0.25,-0.41,0.49,i,16,-0.6%
Cc1ccc(C(=O)N(Cc2cccnc2)Cc2cc3cc(C)ccc3n3nnnc23)cc1,i,1.1,1538,1.7,2.0,6.2,-13,-2,1.1,1471,2%,0.16,-0.28,0.016,0.35,i,2,-0.6%
Cc1c(C(=O)NCCSc2ccc(Cl)cc2)cccc1[N+](=O)[O-],i,-0.57,1297,2.7,3.1,7.5,8,-4,3.2,981,1%,0.2,-0.25,0.25,0.33,i,0,0.6%
COc1ccc(NC(=S)N(CCCN2CCC(C)CC2)Cc2cccs2)cc1,i,·,·,4.2,2.6,8.6,-1,10,·,·,-28%,0.23,-0.25,-0.38,-0.22,i,-3,-3.3%
Cc1ccccc1/C=N/Nc1ccc(Cl)nn1,i,0.58,1155,5.3,2.2,5.1,12,9,-1.4,1038,-3%,0.26,-0.37,0.42,0.44,i,21,-0.4%
COc1cc2c(cc1NC(=O)CSc1ccccn1)oc1ccccc12,·,-0.51,1339,1.2,4.1,6.1,8,5,1.9,1330,0%,-0.24,-0.2,-0.2,0.42,i,0,1.1%
O=C(NCc1cccnc1)C(=O)NCC1OCCCN1S(=O)(=O)c1ccccc1 (stereo not drawn),i,-0.04,1352,4.2,2.0,5.4,9,13,1.7,949,10%,1.2,-0.28,0.3,-0.43,i,12,-1.5%
COc1ccc(/C=C2\C(=O)NC(=S)N2C(=O)c2ccc(C)cc2)cc1,i,0.91,2232,2.2,2.6,6.1,3,-48,-1.7,973,20%,0.65,0.16,1.7,-1.2,i,19,64%*
Cc1nc(Sc2cccn2C)c(C(F)(F)F)c(=O)[nH]1,i,0.2,1011,1.1,1.0,4.4,-2,-10,·,·,-2%,0.51,-0.17,0.19,0.23,i,-1,-2.3%
C/C(=C(\C#N)C(=O)NCCCN1CCOCC1)N(C)C,i,-0.06,1308,3.0,2.4,7.9,0,7,-0.5,1081,-2%,-0.17,-0.23,0.41,0.93,i,-1,0.4%
COc1ccc(C(=O)C2CCCN(Cc3ccc(C#CCCO)cc3)C2)cc1F (stereo not drawn),i,0.09,1327,1.9,1.6,1.8,-7,-5,0.6,983,-7%,0.34,-0.23,0.12,0.14,i,2,-1.0%
COc1ccc2[nH]c(C)c(C(=O)CN3CC(C)OC(C)C3)c2c1 (stereo not drawn),·,-0.75,1507,4.8,2.0,3.8,-1,16,-1.1,881,2%,-0.6,-0.33,-0.0039,0.88,i,-39,-0.8%
CN(C)C(=O)c1cc(Br)ccc1Cl,i,-1,951,1.9,1.8,12,-5,13,·,·,-4%,2.1,-0.3,1.4,-0.82,i,6,-0.9%
Cc1ccccc1NC(=O)Cn1c(=O)n(-c2ccc(CC(=O)NCC3CCCO3)cc2)c(=O)c2ccccc21 (stereo not drawn),i,-0.6,812,2.1,1.2,9.2,9,-6,0.3,960,-4%,-0.21,-0.23,-0.34,0.74,i,-5,-0.1%
Cc1ccc(C(=O)N/C(=C\c2ccc([N+](=O)[O-])cc2)C(=O)NCCc2ccccc2)cc1,i,·,·,2.9,2.0,8.3,·,·,·,·,0%,-0.54,-0.2,0.029,0.16,i,-26,0.1%
CCCCNC(=O)c1cc2c(C)cc(C)cc2[nH]1,i,0.56,1044,·,·,·,·,·,-0.6,1328,-3%,-0.5,-0.27,0.18,1.6,·,·,-0.8%
Cc1cc(/C=C2\SC(=Nc3ccc(F)cc3)NC2=O)c(C)n1-c1ccc(S(N)(=O)=O)cc1,i,-2.4,768,14,35,35,-1,-15,160*,509*,1%,0.15,0.69,0.66,0.064,i,34,12%
O=C(Nc1ccncc1)c1cn(-c2ccccc2)nc1-c1cccs1,·,·,·,2.8,1.3,8.0,4,-13,·,·,9%,0.18,0.096,0.28,0.42,i,-13,-0.2%
CCOC(=O)c1cnc(-n2nc(C)cc2C)nc1NC1CCCC1,i,-2.2,672,·,·,·,·,·,-0.6,1222,9%,0.99,-0.15,0.82,-0.37,·,·,0.5%
Cn1c(=O)n(C)c2cc(S(=O)(=O)NCCOCCO)ccc21,i,·,·,1.5,2.1,8.1,-7,0,-6.1,1226,1%,-0.54,-0.21,-0.012,0.37,i,-24,0.0%
COc1ccc(N2CCN(CC(O)COc3ccccc3[N+](=O)[O-])CC2)cc1 (stereo not drawn),i,-0.23,1355,3.7,2.4,2.1,-3,-10,-0.4,1033,2%,-0.17,-0.29,-0.4,0.0017,i,-5,0.1%
O=C(COc1ncnc2cc(Cl)ccc12)c1ccccc1,i,0.02,1093,·,·,·,·,·,-0.2,1328,-19%,-0.084,-0.23,0.88,-0.72,·,·,1.5%
Cc1cc2ccccc2c(=O)[nH]1,i,-0.52,1242,4.4,1.4,6.3,12,10,·,·,2%,1.1,-0.18,0.85,-0.071,i,-6,0.9%
O=c1oc(-c2ccco2)nc2ccccc12,i,0.6,1309,2.8,3.5,4.5,12,6,2.6,1049,-14%,-3.6*,0.12*,-2*,1*,i,-2,2.9%
COc1ccc(Cl)cc1NC(=S)NCCSc1ccc(C)cc1,i,-0.96,1432,6.7,2.3,6.3,78*,49*,0.0,1152,-1%,0.31,0.17,0.33,-0.45,i,6,-1.4%
CC1CCCCN1S(=O)(=O)c1ccc(C(=O)Nc2nnc(-c3ccccn3)o2)cc1 (stereo not drawn),i,·,·,3.1,2.5,3.2,13,6,-1.4,1121,0%,-0.23,-0.13,-0.18,0.72,i,15,6.1%
O=C(C1CCN(S(=O)(=O)c2cnc[nH]2)CC1)N1CCc2ccccc2C1,i,-0.61,1149,3.4,1.9,9.7,17,15,·,·,-4%,0.31,-0.16,0.29,0.1,i,13,-0.6%

# Record cards, as listed above. Values in the order: Yfh1-off respiration	Ins promoter up	Ins promoter up cell count	MT stabilize HCS	MT stabilize HCS Hoechst-high %	MT stabilize HCS cytotoxicity %	WT yeast gro inh	WT yeast gro inh mutant strain	b-catenin transl	b-catenin transl cell count 5 µM	AID2073	Dynein cargo inh	Dynein cargo inh cytoplasmic EGFP	Dynein cargo inh nuclear GR-EGFP	Dynein cargo inh cell count	Autophagy HCS	Autophagy HCS cell loss 18 h	HIV fusion peptide
# Listed for Cc1c(C(=O)NCCSc2ccc(Cl)cc2)cccc1[N+](=O)[O-] : i	-0.57	1297	2.7	3.1	7.5	8	-4	3.2	981	1%	0.2	-0.25	0.25	0.33	i	0	0.6%
# Listed for CN(C)C(=O)c1cc(Br)ccc1Cl : i	-1	951	1.9	1.8	12	-5	13	·	·	-4%	2.1	-0.3	1.4	-0.82	i	6	-0.9%
# Listed for N#Cc1c(NC(=O)c2cc(C3CC3)on2)sc2c1CCC2 : i	-1	1040	7.5	9.2	7.7	-1	-8	1.3	1042	9%	0.89	-0.087	0.7	-0.72	i	13	0.8%
